Assay outcomes: PubChem, several laboratories
Cl transport mod = modulates chloride dependent transport by human KCC2 | Q9H2X9 | AID 1456 | KCC2 cells, thallium flux FluoZin-2 fluorescence | B-score of Tl+ flux slope (higher = more flux/activation; lower = inhibition) at 10 µM | 2.2% of 190,000 active;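 active = thallium flux slope and its plate-corrected score both differing from the plate sample mean at a set confidence after two filtering rounds, in either direction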;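 note: slope of fluorescence scaled to starting intensity during 10 to 20 s after thallium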
KLK5 inh = kallikrein 5 (human) inhibition; Q9Y337; recombinant hK5, fluorogenic AMC substrate cleavage; inhibition, % at 5 µM; 0.59% of 210,000 active; AID 873;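 active = inhibition of 40% or more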;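 note: 0% = enzyme controls without compound and 100% = no-enzyme blanks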
Target sequence (Q9Y337 67-293 limits assumed): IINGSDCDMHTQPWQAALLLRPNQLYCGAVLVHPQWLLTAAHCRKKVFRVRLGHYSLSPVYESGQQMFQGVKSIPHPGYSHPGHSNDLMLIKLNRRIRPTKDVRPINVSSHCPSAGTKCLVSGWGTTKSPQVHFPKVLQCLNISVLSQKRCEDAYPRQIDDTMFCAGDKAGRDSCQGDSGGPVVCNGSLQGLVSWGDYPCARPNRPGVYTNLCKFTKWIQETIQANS
PERK inhibitor = human PERK inhibition, primary cell-based screen; Q9NZJ5; CHO PERK-DD fusion, SEAP luminescence translation reporter; inhibition, % at 5.6 µM; 0.17% of 220,000 active; AID 1416;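 active = inhibition above the mean inhibition of all tested compounds plus 3 SD, set separately per screening campaign, cut at about 2.9% in these data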;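 note: PERK kinase domain activated by AP20187 dimerizer at 100 nM; 0% = DMSO with dimerizer and 100% = rapamycin at 8.4 µM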
Thrombin inh = thrombin (human) inhibition; P00734; alpha-thrombin, Boc-VPR-AMC fluorogenic substrate cleavage; 0.26% of 220,000 active; inhibition, % at 5 µM;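 active = inhibition at or above 40%; inactive = inhibition below 40%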;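 note: 0% = enzyme with no compound and 100% = wells without enzyme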
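Test system: human alpha-thrombin; medium: pH 7.5 Tris-saline with Tween 20; times: reaction at room temperature; signal: AMC fluorescence at 355 nm excitation and 460 nm emission; also added: Boc-VPR-AMC substrate, 15 µM final; dosing: one concentration per compound, 5 µM, with 0.2% DMSO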
FXIIa inh = inhibitors of human coagulation factor XIIa; AID 800; P00748; purified FXIIa, Boc-QGR-AMC fluorogenic substrate, 2 h; inhibition, % at 5 µM; 0.3% of 220,000 active; in the data active = inhibition above about 40%;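 note: 0% = enzyme with no compound and 100% = blank without enzyme; many of its hits are not listed in these tables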
FXIa inh = blocks human coagulation factor XIa protease activity. P03951. purified FXIa, Boc-Glu-Ala-Arg-AMC fluorogenic substrate. inhibition, % at 5 µM. 0.14% of 220,000 active;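 active = inhibition of at least 40%; inactive = inhibition below 40%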;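 note: fluorescence of freed AMC excited at 355 nm; 0% = enzyme without compound and 100% = no enzyme blank; many of its hits are not listed in these tables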
Wee1 degr inh = human Wee1 degradation inhibition, primary screen; P30291; HeLa Luc-Wee1K328M stability, luciferase luminescence; 100% = proteasome inhibitor MG132 effect; reporter increase, % at 5 µM; 1.2% of 220,000 active;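 active = activation above the mean of all tested compounds plus 3 SD, set per screening run, cut at about 8.8% in these data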;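 note: cells exposed to compound for 20 h before luminescence read; 0% = DMSO alone and 100% = MG132 at 30 µM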
Target sequence (P30291 whole entry K328M): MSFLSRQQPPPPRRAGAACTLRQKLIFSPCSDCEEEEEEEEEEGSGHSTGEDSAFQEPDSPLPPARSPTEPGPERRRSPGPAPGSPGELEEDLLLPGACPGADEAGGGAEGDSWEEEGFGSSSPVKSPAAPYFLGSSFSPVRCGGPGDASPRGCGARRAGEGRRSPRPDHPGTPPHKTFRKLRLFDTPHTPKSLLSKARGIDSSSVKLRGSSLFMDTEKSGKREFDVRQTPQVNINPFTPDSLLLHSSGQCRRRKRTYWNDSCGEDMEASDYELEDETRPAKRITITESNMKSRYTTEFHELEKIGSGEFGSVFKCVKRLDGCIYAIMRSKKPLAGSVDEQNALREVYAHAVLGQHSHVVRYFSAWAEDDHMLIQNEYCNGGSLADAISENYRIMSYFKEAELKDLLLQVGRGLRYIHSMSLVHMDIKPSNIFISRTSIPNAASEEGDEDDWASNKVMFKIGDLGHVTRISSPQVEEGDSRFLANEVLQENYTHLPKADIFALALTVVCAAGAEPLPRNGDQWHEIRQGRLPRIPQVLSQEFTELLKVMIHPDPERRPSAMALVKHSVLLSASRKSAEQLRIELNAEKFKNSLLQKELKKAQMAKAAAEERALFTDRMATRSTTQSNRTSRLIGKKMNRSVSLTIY
p97 inhibitor = inhibitors of human p97 ATPase; recombinant p97 ATPase, Kinase-Glo ATP luminescence, 3 h; AID 1481; 0.42% of 220,000 active; P55072; inhibition, % at 8 µM; in the data active = inhibition above about 15%;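 note: 0% = DMSO vehicle and 100% = wells lacking enzyme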
Furin inhibitor = human furin inhibition | purified furin, fluorogenic substrate cleavage | 0.061% of 220,000 active | inhibition, % at 30 µM | AID 463115; in the data active = inhibition above about 25%; note: inactives centre near -15
* hit, by the source's call; nt = no result given; [ ] = remark or other dose.

SMILES	Cl transport mod	KLK5 inh	PERK inhibitor	Thrombin inh	FXIIa inh	FXIa inh	Wee1 degr inh	p97 inhibitor	Furin inhibitor
CCC(C)(C)n1nnnc1C(c1ccc(C)cc1)N1CCN(Cc2cccnc2)CC1 (stereo not drawn)	-0.012	9	-0.7	-3	6	-3	-2	0	-25
COc1ccc2c(CC(=O)OCC(=O)N3CCc4ccccc43)coc2c1	0.78	6	0.2	-4	12	-5	3	-3	-11
CC(=O)c1cccc(NC(=O)c2cc(-n3cnnc3)ccc2Cl)c1	-0.026	-9	1.3	1	16	1	0	1	-16[20 µM]
CCOCc1cnc(C)nc1NCC(=O)c1c(C)[nH]c2ccc(OC)cc12	nt	-16	-0.3	4	16	3	-1	-5	-8[20 µM]
Cc1cc(C)c2nc(C(F)(F)F)nc(N3CCN(C(=O)c4ccco4)CC3)c2c1	-1.1	-16	0.4	-5	2	-8	0	-3	-11[20 µM]
COc1cc(CCC(=O)OCn2nnc3ccccc3c2=O)cc(OC)c1OC	0.005	-16	0.7	-10	4	-1	-2	-1	-6
COC(=O)c1cc2occc2n1Cc1nc(-c2cccc(Cl)c2)oc1C	0.89	-11	1.4	-1	8	4	-1	5	-10
Cc1ccc(NC(=S)N(CCN(C)C)C(C)c2cccnc2)cc1 (stereo not drawn)	0.14	-19	0.6	1	5	-5	0	2	-24
CCN1CCN(C(=O)c2ccccc2N(Cc2ccccc2)S(=O)(=O)c2ccc(OC)cc2)CC1	-0.93	4	-0.9	2	13	3	2	0	-29
CC(C)[C@H](NC(=O)c1cccc(S(=O)(=O)N2CCOCC2)c1)C(=O)Nc1nc2ccccc2s1	-0.13	-26	-0.5	-1	10	3	4	2	-20
COCCOc1ccc(C(F)(F)F)cc1Nc1nc2ccccc2o1	-0.0031	-4	-1.1	-3	11	1	2	-7	-8
CNc1ccccc(C(=O)/C=C/c2ccccc2OC)c1=O	-2	-19	0.6	0	8	6	-1	10	-14
CCC(=O)Oc1ccc(/C(CC)=C(\CC)c2ccc(OC(=O)CC)cc2)cc1	-0.23	-7	1.5	-1	8	1	-1	8	-8
CCCOc1ccc(C2/C(=C(/O)c3ccc(F)cc3)C(=O)C(=O)N2CCCN(C)C)cc1 (stereo not drawn)	-0.14	-6	1.8	5	12	2	0	6	-8[20 µM]
COCCN(C(=O)CCc1ccc(OC)cc1)c1nnc(-c2ccncc2)s1	nt	-2	0.0	-3	4	-1	-2	1	1
Fc1ccccc1Cc1noc(CN2CCC(OCc3cccnc3)CC2)n1	0.28	-3	1.4	-4	2	-2	0	1	-18
CCOC(=O)c1c(CCl)nc2ccccc2c1C	-0.15	-12	0.5	-1	3	-4	2	0	-23
Cc1cccc(NC(=O)/C(C#N)=C\c2cccnc2)c1	nt	-3	-0.7	-2	8	-6	2	0	-25[20 µM]
COc1ccc(C(=O)Oc2cc(/C=N/NS(=O)(=O)c3ccccc3)ccc2OC)cc1	-0.21	0	-0.4	-7	0	-7	0	-4	-13[20 µM]
O=C(OCC(=O)N1CCc2ccccc21)c1cccc(S(=O)(=O)N2CCCc3ccccc32)c1	-0.5	-20	0.2	-4	6	2	2	6	-14
Cc1cccn2c(=O)c3cc(C(=O)NCc4cccnc4)c(=N)n(C(C)C)c3nc12	-2.7	-481	-0.7	-32	-24	-23	-1	3	-82[20 µM]
COc1ccccc1C(=O)NNC(=O)c1cccc([N+](=O)[O-])c1	nt	6	0.7	-5	4	-1	3	6	-30
COc1ccc(C2CC(c3cccs3)=NN2c2ccccc2)cc1 (stereo not drawn)	nt	-6	1.3	-9	0	-5	0	4	-35
COc1ccc(CN(C(=O)c2ccco2)c2ccc(Br)cc2)cc1OC	-2.2	-19	-0.4	0	12	1	-2	-3	-22
Cc1ccc(N2C(=O)C(Cl)=C(NCCO)C2=O)c(C)c1	0.66	0	-0.1	-3	10	3	1	-2	-14
More entries
SMILES	Cl transport mod	KLK5 inh	PERK inhibitor	Thrombin inh	FXIIa inh	FXIa inh	Wee1 degr inh	p97 inhibitor	Furin inhibitor
Cc1ccc(NC(=S)Nc2ccc3cn[nH]c3c2)cc1	-0.029	-8	0.8	39	1	3	-1	-6	-7
COc1ccccc1N(CC(O)Cn1c2ccccc2c2ccccc21)S(=O)(=O)c1ccccc1 (stereo not drawn)	0.0047	-9	-0.8	2	13	8	2	2	-32
CC(=O)Oc1c(C(=O)c2nnc(C)o2)c(=O)n(Cc2ccccc2)c2ccccc12	-0.3	-25	1.3	-4	26	21	7	4	-7
Cc1sc2ncnc(OCC(=O)N3CCN(C(=O)c4ccco4)CC3)c2c1C	-1.2	-4	-0.1	-9	3	-3	-1	4	-28
COc1ccccc1CN1CCCC(C(=O)N2CCCCC2)C1 (stereo not drawn)	-0.52	0	-1.0	2	8	0	2	3	-20
O=C(C1CCN(S(=O)(=O)N2CCC3(CC2)OCCO3)CC1)N1CCOCC1	-1.6	9	0.3	4	13	-14	7	4	-12[20 µM]
Cc1csc(C2=C(O)CN(CCc3ccccc3)C2=N)n1	nt	-7	0.5	0	1	-5	-2	2	2
Cc1ccc(NC(=S)NCCC2=CCCCC2)cc1	0.66	2	1.3	0	12	-2	0	-6	-22
Cc1cc(Cl)c(S(N)(=O)=O)cc1OCC(N)=O	-0.95	3	1.4	-2	13	3	-2	3	-19[20 µM]
COC(=O)C1=C(C)N(CCc2ccccc2)C(=O)/C1=C\c1ccco1	-1.4	-22	-0.2	-9	11	9	-4	-4	2
CC(CC(=O)O)n1nnc2ccccc21 (stereo not drawn)	0.43	-2	0.3	-6	4	-2	1	-4	-10
Cc1cc(C)n2nc(C(=O)NCc3ccco3)nc2n1	1.9	nt	0.4	nt	nt	nt	-2	1	-4[20 µM]
CC1CC2(CC(C)(C(=O)CSc3nc4ccccc4s3)OC2=O)C(=O)O1 (stereo not drawn)	nt	1	0.7	-6	2	-10	1	1	-24[20 µM]
Cc1ccc2nc(NNC(=O)c3ccc(S(=O)(=O)N4CCc5ccccc5C4)cc3)sc2c1	-0.67	-72	1.3	1	25	19	2	2	-4
COc1cccc(N2CCN(C(=O)C3C4C=CC5(CN(Cc6ccccc6Cl)C(=O)C35)O4)CC2)c1 (stereo not drawn)	nt	5	-0.7	-5	-1	1	-2	7	-24
COc1ccc(C(C(=O)NC(C)(C)C)N(Cc2ccc(C)cc2)C(=O)CCC(=O)Nc2cc(C)on2)cc1 (stereo not drawn)	0.82	nt	0.7	-4	9	1	2	2	-25
OCCN(Cc1ccccc1)CC1CCCCC1	nt	-8	1.0	3	17	2	1	2	-2[20 µM]
COc1ccc(C(=O)Nc2nc3ccccc3[nH]2)cc1S(=O)(=O)N1CCCC1	-0.5	-37	-0.8	-1	5	-14	0	2	-17[20 µM]
COc1ccc(CC(=O)OCC(=O)Nc2ccc(Cl)c(S(=O)(=O)N(C)C)c2)cc1	-1.7	10	-0.8	0	8	0	0	-7	-23
COc1cc(NC(=O)c2ccco2)c(OC)cc1NC(=O)CCC(=O)Nc1cc(C)ccc1C	0.41	-61	0.0	5	18	4	2	3	-24
O=C(O)c1ccc(-c2ncc[nH]2)cc1	0.72	-6	1.0	-11	0	-5	0	5	-17
O=C1N/C(=N/O)S/C1=C/c1cccc([N+](=O)[O-])c1	-0.15	25	0.4	9	29	36	4	-1	-5
Oc1nc(-c2ccc(Br)cc2)n2ccncc12	1.1	9	1.9	-4	2	-1	2	8	-15
COc1cccc(CC(NC(C)=O)C(=O)NC2CCN(c3nnnn3-c3ccccc3)CC2)c1OC (stereo not drawn)	-0.49	2	0.9	-4	nt	4	-1	2	-27
O=C(CSc1ccc(-c2cccnc2)nn1)N1CCCCCC1	0.0045	-2	0.0	-6	8	-2	-2	-2	-25

Single values from the entries so far:
Cl transport mod, O=C(C1CCN(S(=O)(=O)N2CCC3(CC2)OCCO3)CC1)N1CCOCC1 : -1.6
Cl transport mod, Cc1sc2ncnc(OCC(=O)N3CCN(C(=O)c4ccco4)CC3)c2c1C : -1.2

The list continues:
SMILES	Cl transport mod	KLK5 inh	PERK inhibitor	Thrombin inh	FXIIa inh	FXIa inh	Wee1 degr inh	p97 inhibitor	Furin inhibitor
Cc1ccc2nc(/C(C#N)=C\c3ccc(Oc4ccc([N+](=O)[O-])cn4)cc3)[nH]c2c1	-0.0033	-15	-1.0	-8	5	4	-1	5	-2
CCOC(=O)c1cc(-c2ccc(OC)cc2OC)nn1-c1ccc(C(=O)O)cc1	-0.41	1	0.5	-3	9	-2	-1	2	-18
CC(C)Oc1ccc(C(=O)O)cc1	0.077	5	1.8	-1	5	10	-2	5	-32
CCOC(=O)c1sc2nc(SC)nc(-c3ccc(Cl)cc3)c2c1N	-0.016	-10	1.6	0	-1	1	2	2	-27
COc1ccccc1N(C(C)=O)c1nc(C)cc(C)c1C#N	0.084	-2	1.4	0	10	5	0	5	10[20 µM]
OCCC1CN(Cc2ccc3nsnc3c2)CCN1C1CCCC1 (stereo not drawn)	nt	nt	1.2	-4	8	-1	0	-1	-26
Cc1cccc2nc(CSc3nc4[nH]ncc4c(=O)n3-c3cccc(Cl)c3)cc(=O)n12	-0.92	17	-1.2	1	10	26	2	2	-34
COc1cc(C(=O)NCCC(=O)NCc2ccc3c(c2)OCO3)cc(OC)c1OC	nt	5	1.3	-1	6	4	-1	3	-5
CCN(CCNC(=O)C1CCN(S(C)(=O)=O)CC1)c1ccccc1	0.87	-3	1.1	-9	-14	-10	-4	3	-20[20 µM]
CC(C)CCn1cnc2c([nH]c3cccc(Cl)c32)c1=O	0.33	-6	-1.8	4	15	-5	1	2	-10
COc1ccc([N+](=O)[O-])cc1NC(=O)C1(c2ccc(OC)c(OC)c2)CCOCC1	-0.021	0	-0.6	5	9	0	-1	4	-19

Among those listed so far, these have a thiophene ring, fused or not:
SMILES	Cl transport mod	KLK5 inh	PERK inhibitor	Thrombin inh	FXIIa inh	FXIa inh	Wee1 degr inh	p97 inhibitor	Furin inhibitor
COc1ccc(C2CC(c3cccs3)=NN2c2ccccc2)cc1 (stereo not drawn)	nt	-6	1.3	-9	0	-5	0	4	-35
Cc1sc2ncnc(OCC(=O)N3CCN(C(=O)c4ccco4)CC3)c2c1C	-1.2	-4	-0.1	-9	3	-3	-1	4	-28
CCOC(=O)c1sc2nc(SC)nc(-c3ccc(Cl)cc3)c2c1N	-0.016	-10	1.6	0	-1	1	2	2	-27

A draw from above in order of SMILES length, highest first:
SMILES	Cl transport mod	KLK5 inh	PERK inhibitor	Thrombin inh	FXIIa inh	FXIa inh	Wee1 degr inh	p97 inhibitor	Furin inhibitor
COc1cc(C(=O)NCCC(=O)NCc2ccc3c(c2)OCO3)cc(OC)c1OC	nt	5	1.3	-1	6	4	-1	3	-5
CCOC(=O)c1sc2nc(SC)nc(-c3ccc(Cl)cc3)c2c1N	-0.016	-10	1.6	0	-1	1	2	2	-27
CC(C)Oc1ccc(C(=O)O)cc1	0.077	5	1.8	-1	5	10	-2	5	-32

Entries of single compounds as entered above. Order of screens: Cl transport mod	KLK5 inh	PERK inhibitor	Thrombin inh	FXIIa inh	FXIa inh	Wee1 degr inh	p97 inhibitor	Furin inhibitor
Entry for `OCCC1CN(Cc2ccc3nsnc3c2)CCN1C1CCCC1` (stereo not drawn) = nt	nt	1.2	-4	8	-1	0	-1	-26
Entry for `COc1cc(C(=O)NCCC(=O)NCc2ccc3c(c2)OCO3)cc(OC)c1OC` = nt	5	1.3	-1	6	4	-1	3	-5
Entry for `Cc1ccc2nc(/C(C#N)=C\c3ccc(Oc4ccc([N+](=O)[O-])cn4)cc3)[nH]c2c1` = -0.0033	-15	-1.0	-8	5	4	-1	5	-2
Entry for `CCOC(=O)c1sc2nc(SC)nc(-c3ccc(Cl)cc3)c2c1N` = -0.016	-10	1.6	0	-1	1	2	2	-27
